# ER stress rescue – protection against thapsigargin-triggered cell killing – 384-well, CSM14.1, ATP luminescence, primary screen (AID 1222); CSM14.1 thapsigargin-induced death rescue, ATP luminescence; higher % means a stronger effect; one-dose cellular ATP content (survival), % at 20 µM; EC50 in µM for titrated hits; 190,000 tested, under 10 active;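 active means EC50 below 50 µM in the dose-response confirmation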;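 further: death triggered by thapsigargin at about 15 µM added after 2 h compound pretreatment; cell ATP read after overnight thapsigargin exposure of roughly 18 to 22 hours; normalized against plate controls of thapsigargin alone and 5% DMSO vehicle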
# WT yeast gro inh – growth inhibition of WT yeast, mitochondrial fusion screen | mitochondrial fusion phenotypic screen, WT strain | inhibition, % at 10 µM | 2.1% of 190,000 active | AID 1362; in the data active means inhibition above about 58%; tested in S. cerevisiae
# MT stabilize HCS – stabilizes microtubules in HeLa cells; AID 2205; 0.83% of 200,000 active; % tubulin-high responders, % at 10 µM; HeLa tubulin immunostaining HCS, 24 h; share of cells brighter than vehicle mean+2SD;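 active means plate Z-score above 3 for both tubulin-high and condensed-nucleus cell shares, with cell loss under 80%, at 10 µM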;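 further: anti alpha tubulin signal scored within the nucleus-defined area of each cell; some results filed as inactive read as strong as hits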
# Autophagy HCS – alters autophagy in cells | MEF GFP-LC3 puncta imaging; test concentration mostly 10 µM | calls only at 10 µM (by protocol) | 0.98% of 190,000 active | AID 463193;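 active means percentage of spot-positive cells more than 3 SD above its plate mean, without a fluorescence outlier flag or 80% toxicity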;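 further: spot-positive cell cutoff set from DMSO-treated cells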
# b-catenin transl – modulators of beta-catenin nuclear translocation | HeLa beta-catenin nuclear translocation, immunofluorescence imaging | nuclear translocation activity, % at 5 µM | 0.3% of 190,000 active | AID 1665;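 active means nuclear translocation activity above 50% at 5 µM, with a well cell count of 50 or more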;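 further: per-cell ratio of nuclear to cytoplasmic median beta-catenin stain intensity; plate controls were DMSO negative control for no effect and GSK-3 inhibitor IX positive control for full effect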
#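 Read-out: Nuclear/cytoplasmic beta-catenin signal ratio, % activation | Assay system: Human HeLa cell line | Times: 24 h compound exposure at 37°C, 5% CO2 | Signal: Fluorescence imaging of beta-catenin antibody stain plus DAPI | Dosing: 5 µM primary, 0.02–20 µM confirmation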
# Dynein transport – dynein cargo transport inhibition | 3617.4 mouse cells, GR-EGFP nuclear translocation imaging; test concentration mostly 20 µM; stimulated with dexamethasone, 1 µM; hits give low values | z-score, hits read low | 0.47% of 220,000 active;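 active means plate z-score of nuclear minus cytoplasmic receptor signal below a set negative limit, without overly bright fluorescence or cell loss, cut at about -3.5 in these data, passing the limit was not always enough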;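 further: z-score of nuclear minus cytoplasmic ring GR-EGFP intensity difference per well; some compounds called inactive have numbers as strong as hits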
#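 medium = tetracycline-free induction medium containing charcoal-stripped FBS | also added = 1.0 µM final dexamethasone stimulus | schedule = 48 h induction, 1 h compound, 30 min dex at 37 °C | technique = fixed, Hoechst-stained cells imaged at 10x for EGFP | measure = GR-EGFP nuclear translocation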
# Hep lipid drop – modulators of hepatic lipid droplet formation; 0.4% of 240,000 active; AML12 mouse hepatocytes, oleate lipid droplets, BODIPY imaging; inhibition, % at 6.5 µM;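 active means lipid droplet intensity inhibited by at least 50%, with more than 500 cells counted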
#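 System: AML12 hepatocytes (mouse). Probe or stimulus: oleic acid at 100 µM to induce lipid droplet formation. Times: overnight treatment with compound plus oleate. Detection: Image-based BODIPY and DAPI two-channel analysis. Evaluation: percent inhibition of filter-corrected integrated lipid droplet intensity per well.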
# XIAP displacement – small molecules displacing peptide from XIAP – biochemical, IAP family, fluorescence polarization (AID 1018). displacement, % at 20 µM, or IC50 in µM where a hit was titrated. 0.007% of 200,000 active. XIAP BIR domain, fluorescence polarization peptide displacement; higher % means a stronger effect; in the data active means displacement above about 50%; further: a part of the inactive calls stands beside numbers as strong as those of hits
# Ins promoter up – MIN6 insulin promoter up-regulation. MIN6 insulin promoter-GFP reporter, high-content imaging; hits give high values. z-score at 5 µM. 0.3% of 190,000 active. AID 1625;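 active means z-score above 3 at 5 µM with at least 500 cells counted in the well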
# WT yeast gro inh mutant strain – recorded beside WT yeast gro inh, whose call it bears; inhibition, %; mitochondrial fusion phenotypic screen, mutant strain inhibition
# Dynein transport cytoplasmic EGFP – second read-out of Dynein transport, no call of its own (marks repeat the call); z-score; measured here: cytoplasmic GR-EGFP intensity; hits give high values
# Dynein transport nuclear GR-EGFP – recorded beside Dynein transport, whose call it bears; z-score; measured here: nuclear GR-EGFP intensity;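 lower value marks the stronger effect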
# Dynein transport cell count – also measured in Dynein transport; calls as there; z-score; measured here: cell count per field
# Ins promoter up cell count – second read-out of Ins promoter up, no call of its own (marks repeat the call); cell count; measured here: cytotoxicity, nuclei count;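 total cells summed across four imaged fields per well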
# Hep lipid drop cells 6.5 µM – recorded beside Hep lipid drop, whose call it bears; cell count; measured here: cell count, cytotoxicity flag;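 cells counted across two imaged fields per well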
# b-catenin transl cell count 5 µM – recorded beside b-catenin transl, whose call it bears; cell count; measured here: cell count, cytotoxicity flag
# MT stabilize HCS Hoechst-high % – recorded beside MT stabilize HCS, whose call it bears; % Hoechst-high responders; measured here: nuclear condensation Hoechst responders;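 share of cells brighter than vehicle mean plus two SD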
# MT stabilize HCS cytotoxicity % – also measured in MT stabilize HCS; calls as there; toxicity, %; measured here: cytotoxicity by cell density;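 0% = mean cell density of plate MIN control wells and 100% = no cells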
# Autophagy HCS cell loss 18 h – recorded beside Autophagy HCS, whose call it bears; toxicity, %; measured here: cell loss, nuclei count;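 cell loss after 18 h compound exposure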
# The depositor's hits bear a star; i = inactive; x = not tested or not shown. Compounds were not picked by outcome. About 4% of those tested had a hit in this group.
SMILES,ER stress rescue,WT yeast gro inh,WT yeast gro inh mutant strain,MT stabilize HCS,MT stabilize HCS Hoechst-high %,MT stabilize HCS cytotoxicity %,Autophagy HCS,Autophagy HCS cell loss 18 h,b-catenin transl,b-catenin transl cell count 5 µM,Dynein transport,Dynein transport cytoplasmic EGFP,Dynein transport nuclear GR-EGFP,Dynein transport cell count,Hep lipid drop,Hep lipid drop cells 6.5 µM,XIAP displacement,Ins promoter up,Ins promoter up cell count
CCn1c(NCc2cc(Cl)ccc2O)nc2ccccc21,x,x,x,x,x,x,x,x,0.1,1319,-0.47,-0.82,-0.44,0.28,5,654,x,-0.22,1105
Cc1cc(N2CCN(c3nc(-c4ccc([N+](=O)[O-])cc4)cs3)CC2)c2ccccc2n1,-0.5%,35,21,2.1,2.5,2.6,i,22,1.4,1105,-0.82,-0.18,-0.5,0.88,19,692,-2.1%,-0.82,1123
COc1ccc2c(=O)c(Oc3ccc(C(=O)O)cc3)c(C(F)(F)F)oc2c1,-1.3%,-11,0,6.9,4.1,1.8,i,4,-2.9,1041,-0.54,-0.24,0.15,0.06,-14,652,-6.3%,0.43,1292
CCCCC(=O)C1CCN(Cc2ccccc2)CC1,-1.3%,4,25,2.7,2.2,7.2,i,14,-0.4,1184,-1.4,-0.12,-0.31,0.67,x,x,-6.5%,-0.34,1194
Cc1c(N2C(=O)C3C4C=CC(C4)C3C2=O)c(=O)n(-c2ccccc2)n1C (stereo not drawn),x,x,x,x,x,x,x,x,-1.1,1325,-0.62,-0.21,-0.34,0.25,0,726,x,0.59,1067
O=C1NC(c2ccco2)Nc2ccccc21 (stereo not drawn),5.4%,19,20,4.8,1.5,9.4,i,3,-1.2,1035,3.9,1,2.3,-1.4,-6,656,-7.4%,x,x
N#Cc1ccc(CSc2nnc(-c3ccccn3)n2-c2ccc(Cl)cc2)cc1,-1.5%,6,13,2.2,1.2,1.0,i,-4,-6.9,901,-0.014,-0.2,-0.21,0.087,x,x,-3.4%,-0.17,1209
N#CCCN(CCC#N)C(=O)c1ccc2c(c1)OCO2,-1.0%,10,16,3.7,4.1,4.8,i,0,x,x,1.9,-0.23,0.98,-1.8,-4,714,-3.1%,-0.51,1335
COc1ccc(NC(=O)Nc2ccccc2C)c(OC)c1,-0.6%,2,0,5.3,2.7,12,i,-8,0.0,1165,-0.11,-0.27,0.25,2.2,-2,743,-5.4%,0.18,1248
COc1ccccc1N1CCN(CCC(=O)Nc2ccc3c(c2)OCO3)CC1,-0.8%,-2,5,2.0,1.4,17,i,-23,x,x,1.4,-0.19,1.3,-0.61,x,x,-3.7%,-1.4,869
CC1(C)Cc2ccccc2C(=NCC(=O)O)N1,-1.6%,-17,-4,1.7,3.3,3.9,i,60,-0.1,1535,-1.5,-0.23,-0.82,0.72,24,685,-5.4%,0.36,1172
Nc1nn(-c2cccc(F)n2)cc1-c1ccc(Cl)cc1,0.1%,18,7,2.3,3.6,4.2,i,1,0.3,1071,0.23,-0.31,0.34,0.3,6,686,0.4%,-1.8,1201
FC(F)(F)C(Oc1nc(NC2CCCCC2)nc(N2CCOCC2)n1)C(F)(F)F,-1.1%,48,34,6.5,3.1,9.4,i,-7,-1.1,789,-0.12,-0.22,0.24,-0.28,x,x,-5.5%,-1.2,1188
COc1cc(CNc2ccc(CNc3ncn[nH]3)cc2)cc(Cl)c1OCc1ccccc1,-0.7%,13,-6,5.9,2.8,6.7,i,-1,-0.1,1030,-0.22,-0.26,-0.27,0.15,17,726,-6.1%,0.5,1509
O=C(Nc1cc(Cl)cc(Cl)c1)C(NCCCO)c1ccccc1 (stereo not drawn),-1.5%,1,12,4.0,2.7,5.3,i,2,-2.4,1151,-0.012,-0.35,0.31,-0.48,5,726,-6.9%,-0.15,1352
CCO[C@@H]1OC(C(=O)O)=C[C@H](c2ccc(Br)cc2)[C@H]1CCCO,-0.5%,-19,-20,3.8,1.5,4.8,i,-1,-3.1,1224,2.2,-0.19,1.4,-1.9,-2,690,-4.8%,0.25,1378
CCN(CC)S(=O)(=O)c1cc(NC(=O)C2Cc3ccccc3C(=O)O2)ccc1C (stereo not drawn),x,x,x,x,x,x,x,x,1.2,1338,-0.68,-0.79,-0.59,0.17,-24,740,x,-1.4,1063
Cc1ccccc1Cn1cnc2ccccc2c1=O,-1.0%,-19,4,2.0,3.7,5.1,i,-9,1.7,475,-0.012,-0.21,-0.25,0.26,3,723,-2.2%,-0.06,1201
O=C(Cn1ccc(C(F)(F)F)n1)N=Nc1c(O)[nH]c2ccc(Br)cc12,-1.1%,20,18,7.6,1.7,6.8,i,29,0.7,1025,0.13,-0.35,0.35,0.72,-1,677,-5.2%,x,x
CC(C(=O)O)N1C(=O)c2ccccc2C1=O (stereo not drawn),1.2%,-20,-15,2.7,1.3,8.1,i,-3,x,x,0.6,-0.35,0.41,0.2,x,x,-0.2%,-0.36,951
O=C1c2cc([N+](=O)[O-])cc3cc([N+](=O)[O-])cc(c23)C(=O)N1c1ccccn1,0.4%,41,29,4.4,2.6,0.4,i,14,2.6,945,-3.5*,0.27*,-1.7*,0.41*,-22,629,-6.6%,-0.34,1113
Cc1ccc(NC(=O)Cn2c(CCC(=O)O)ccc2-c2cccs2)cc1,1.1%,-5,46,1.1,1.1,7.9,i,-1,1.3,1164,0.076,-0.33,-0.071,0.34,3,731,-1.6%,-0.74,941
C/C(=N\Nc1ncc(Cl)cc1Cl)c1ccc(C#N)cc1,1.2%,-10,-8,2.8,2.4,4.2,i,-13,-2.2,1141,0.52,0.13,0.23,-0.68,-6,678,-7.1%,0.22,1316
CS(=O)(=O)N(CC(=O)N1CCCC1)c1ccc2c(c1)OCCO2,-0.8%,-19,0,1.7,2.0,8.2,i,-6,x,x,-1.8,-0.12,-0.87,1.6,14,800,-6.0%,x,x
COCCn1nnnc1C(c1cc2cc(OC)ccc2[nH]c1=O)N1CCC(Cc2ccccc2)CC1 (stereo not drawn),x,10,3,2.8,2.3,11,i,0,x,x,-0.5,-0.16,0.032,-0.58,-15,573,-9.3%,-0.08,1166
CN(C)S(=O)(=O)N(CCN1CCOCC1)Cc1ccccc1F,-0.9%,8,21,3.6,2.4,9.6,i,50,-6.1,1218,-0.19,-0.24,0.26,0.67,3,707,-0.1%,0.07,909
N#Cc1ccc(S(=O)(=O)N2CCN(c3ncccn3)CC2)cc1,x,x,x,x,x,x,x,x,-0.2,1172,-0.31,0.11,-0.067,0.63,-7,734,x,0.65,1481
COc1ccc(NC(C#N)c2ccc(OC)cc2)cc1 (stereo not drawn),0.2%,x,x,3.2,2.9,3.8,i,-36,-1.2,1103,-0.32,-0.19,-0.37,0.48,3,775,-2.5%,-0.41,901
O=C(CCCn1c(=O)c2sccc2n(CC(=O)NCc2ccco2)c1=O)NCc1ccco1,-2.0%,-6,-16,2.6,1.4,4.7,i,-5,-0.4,1050,0.47,-0.094,1.1,1.4,1,654,-1.5%,0.34,1924
CC(=O)Nc1ccc(S(=O)(=O)c2ccc(N)cc2)cc1N,-0.6%,10,-2,2.8,3.1,4.2,i,10,x,x,0.51,0.66,0.68,-0.59,x,x,-5.4%,-0.49,987

# Only Dynein transport nuclear GR-EGFP, Ins promoter up and Hep lipid drop (2 entries from above):
canonical_smiles | Dynein transport nuclear GR-EGFP | Ins promoter up | Hep lipid drop
COCCn1nnnc1C(c1cc2cc(OC)ccc2[nH]c1=O)N1CCC(Cc2ccccc2)CC1 (stereo not drawn) | 0.032 | -0.08 | -15
CN(C)S(=O)(=O)N(CCN1CCOCC1)Cc1ccccc1F | 0.26 | 0.07 | 3

# Next results
SMILES,ER stress rescue,WT yeast gro inh,WT yeast gro inh mutant strain,MT stabilize HCS,MT stabilize HCS Hoechst-high %,MT stabilize HCS cytotoxicity %,Autophagy HCS,Autophagy HCS cell loss 18 h,b-catenin transl,b-catenin transl cell count 5 µM,Dynein transport,Dynein transport cytoplasmic EGFP,Dynein transport nuclear GR-EGFP,Dynein transport cell count,Hep lipid drop,Hep lipid drop cells 6.5 µM,XIAP displacement,Ins promoter up,Ins promoter up cell count
O=C(Nc1ccc(CN2CCCCC2)cc1)c1sc2ccccc2c1Cl,x,x,x,x,x,x,x,x,1.1,1266,-0.077,-0.6,0.17,-0.38,4,632,x,-1.1,978
S=C(Nc1ccc2c(c1)OCO2)Nc1ccc2c(c1)OCO2,8.8%,3,-2,4.8,3.2,0.5,i,18,0.0,972,-0.67,-0.23,0.46,0.44,10,684,-1.9%,x,x
O=c1ccnc(Nc2ccc(Cl)cc2)[nH]1,x,x,x,x,x,x,x,x,-0.7,1212,0.18,-0.22,0.077,-0.32,28,689,x,-0.06,1418
CCC(C)NC(=O)COC(=O)c1cccnc1Nc1ccccc1F (stereo not drawn),11%,-1,-11,3.8,1.8,4.5,i,6,1.6,886,0.076,-0.056,0.31,-0.24,-7,623,-4.2%,-0.03,1433
Cc1cccc(Nc2nc(N)c([N+](=O)[O-])c(NCCO)n2)c1,x,x,x,x,x,x,x,x,1.8,1272,-0.18,-0.29,0.013,0.34,5,747,x,0,1441
COc1ccc(/C(O)=C2/C(=O)C(=O)N(CC3CCCO3)C2c2ccc(OC)c(OC)c2)cc1 (stereo not drawn),-0.5%,-17,-10,3.9,1.8,4.8,i,-36,x,x,-0.05,-0.22,-0.19,0.79,x,x,-5.8%,x,x
